Source: PubChem BioAssay
PKM2 act: qHTS Assay for Activators of Human Muscle isoform 2 Pyruvate Kinase; Pyruvate kinase PKM (Homo sapiens), P14618; purified PKM2, Kinase-Glo ATP luminescence, activation; response scale: 0% is enzyme alone, no compound; actives 0.34% (n = 260,000); Potency, µM (doses to about 57.5 µM), for the others: at the highest dose activation, usual class: activators; also: potency is read from the fitted curve at half-maximal effect; % is scaled to controls: 0 for no effect and ±100 for the full control effect; nearly all actives have a fitted effect of over 55% in size
Target sequence (P14618 whole entry, looked up, canonical isoform): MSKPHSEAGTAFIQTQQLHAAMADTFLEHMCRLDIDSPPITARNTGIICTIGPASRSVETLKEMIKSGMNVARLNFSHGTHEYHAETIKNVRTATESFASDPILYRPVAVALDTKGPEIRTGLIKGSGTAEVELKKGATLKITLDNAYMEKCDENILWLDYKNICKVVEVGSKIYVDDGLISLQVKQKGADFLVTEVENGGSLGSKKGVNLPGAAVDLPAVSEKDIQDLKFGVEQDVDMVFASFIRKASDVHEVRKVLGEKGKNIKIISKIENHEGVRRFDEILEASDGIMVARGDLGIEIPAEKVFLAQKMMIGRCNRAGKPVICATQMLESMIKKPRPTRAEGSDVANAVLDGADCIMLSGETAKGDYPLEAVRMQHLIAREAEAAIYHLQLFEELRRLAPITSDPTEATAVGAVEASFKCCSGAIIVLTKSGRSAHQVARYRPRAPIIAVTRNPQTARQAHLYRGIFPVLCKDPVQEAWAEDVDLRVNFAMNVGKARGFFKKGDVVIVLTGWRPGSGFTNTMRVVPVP
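ATP formation by purified human PK-M2, quantified via coupled luciferase luminescence after 1 h at room temperature with 0.1 mM ADP and 0.5 mM PEP final.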
KCNH2 3.1 block: qHTS for Inhibitors of KCHN2 3.1: Mutant qHTS; U2OS KCNH2 3.1, thallium flux FluxOr; stronger effect = lower value; activity change, % (tested at about 1.8 µM); actives 0.95% (n = 340,000);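 active = maximum activity change below -70%; inconclusive = maximum activity change from -70% to -50%; inactive = maximum activity change above -50%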;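 also: thallium influx rate constant from kinetic fluorescence after stimulation buffer; % is scaled to controls: 0 for no effect and ±100 for the full control effect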
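Measured as rate of thallium-driven FluxOr signal in transduced U2OS cells carrying the 3.1 channel, read kinetically for 2 min upon stimulation; values are rate constants scaled to DMSO control wells.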
Menin MLL FP TR: qHTS Assay for Inhibitors Targeting the Menin-MLL Interaction in MLL Related Leukemias: Competition With Texas Red Labeled MLL-derived Mutant Peptide | O00255 | Menin + Texas Red MLL mutant peptide, fluorescence polarization | Potency, µM (doses to about 61.6 µM), for the others: top-dose FP activity change, negative = inhibition, most hits filed as inhibitors | actives 0.23% (n = 270,000) | AID 1768, 2009; active = well fitted inhibition curve with a large enough effect in the polarisation, with a control signal flat, not every such curve was filed as active; inconclusive = small, poorly fitted or top-dose-only effect, or effect the other way, or a change in a side signal; inactive = no such curve, though single readings can be large or run the other way; the % refers to the polarisation; also: potency is read from the fitted curve at half-maximal effect; % of control where 0% means no effect; many of its hits are not listed in these tables
FBPA coupling cs: qHTS Assay for Inhibitors of Fructose-1,6-bisphosphate Aldolase from Giardia Lamblia: Coupling assay counterscreen | coupling enzyme system counterscreen, AmpLite Red fluorescence | AID 2472, 2010 | activity change, negative = inhibition, % at 58.2 µM, hits read low | actives 0.67% (n = 290,000); in the data active = activity change below about -30%; also: % is scaled to controls: 0 for no effect and ±100 for the full control effect
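Final compound at 57.5 uM, incubated 10 min at RT with coupling enzyme reagent (glyceraldehyde-3-phosphate), then 20 min with substrate and AmpLite Red detection. Fluorescence read at 525/598 nm; tests interference with the coupling assay, not aldolase inhibition.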
MLL CXXC-DNA inh: qHTS Fluorescence Polarization Assay for Inhibitors of MLL CXXC domain - DNA interaction; Histone-lysine N-methyltransferase 2A (Homo sapiens), Q03164; MLL-CXXC / FITC-HOXA9 DNA fluorescence polarization; Potency, µM (titrated, usually from 115 µM), without a hit: top-dose activity change, negative = inhibition, hits mostly inhibitors; actives 0.037% (n = 290,000); AID 2662, 2010; active = well fitted inhibition curve with a large enough effect in the polarisation, with a control signal flat, not every such curve was filed as active; inconclusive = small, poorly fitted or top-dose-only effect, or effect the other way, or a change in a side signal; inactive = no such curve, though single readings can be large or run the other way; the % refers to the polarisation; also: potency is read from the fitted curve at half-maximal effect
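Steps: dispense CXXC domain solution (7 uM) → pin compounds or unlabeled HOX-A9 DNA control → 5 min ambient → add FLSN-HOX-A9 solution (50 nM) → spin → 30 min ambient → fluorescence polarization. Tris pH 7.5/NaCl/DTT/BSA buffer.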
B2AR arrestin: qHTS assay of beta-arrestin-biased ligands of beta2-adrenergic receptor; beta-arrestin recruitment to beta2AR, cell-based reporter; AID 492947, 2010; Potency, µM (titrated, usually from 46.1 µM), without a hit: top-dose activation, hits mostly activators; actives 0.02% (n = 330,000); Beta-2 adrenergic receptor (Homo sapiens), P07550;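 also: potency is read from the fitted curve at half-maximal effect; 0% = DMSO controls and full agonism = EC100 isoproterenol or metaproterenol; nearly all actives have a fitted effect of over 65% in size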
Target sequence (P07550 whole entry, looked up): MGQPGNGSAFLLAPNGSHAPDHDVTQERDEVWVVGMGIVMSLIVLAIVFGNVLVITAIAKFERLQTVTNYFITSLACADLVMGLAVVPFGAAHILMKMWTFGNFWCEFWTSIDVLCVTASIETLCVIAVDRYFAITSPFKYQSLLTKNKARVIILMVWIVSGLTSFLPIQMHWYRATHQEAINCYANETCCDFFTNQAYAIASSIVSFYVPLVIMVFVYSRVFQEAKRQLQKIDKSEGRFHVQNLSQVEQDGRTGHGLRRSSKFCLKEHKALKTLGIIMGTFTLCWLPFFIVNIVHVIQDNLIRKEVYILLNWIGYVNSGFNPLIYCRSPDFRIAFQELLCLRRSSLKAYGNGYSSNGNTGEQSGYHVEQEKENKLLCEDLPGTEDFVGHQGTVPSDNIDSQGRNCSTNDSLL
GALK inhibitor: qHTS Assay for Inhibitors of Human Galactokinase (GALK). P51570. Purified GALK, Kinase-Glo residual ATP luminescence. Potency, µM (highest dose often 57.5 µM), inactives show top-dose activity change, negative = inhibition, hits mostly inhibitors. actives 0.007% (n = 270,000). AID 1868, 2009; also: potency is read from the fitted curve at half-maximal effect; % is scaled to controls: 0 for no effect and ±100 for the full control effect
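Compounds were pin-transferred into ATP buffer (35 uM final), then GALK plus galactose (5 nM, 100 uM final) was added. After 1 h at room temperature, Kinase-Glo Plus was added and luminescence read after 10 min.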
TRPV1 ag: HTS Assay for Compounds that Act as Agonists of the Vanilloid Receptor 1 | Transient receptor potential cation channel subfamily V member 1 (Homo sapiens), Q8NER1 | TRPV1-expressing cells, Fluo-8 calcium influx, agonist mode | activation, % at 8.33 µM | actives 0.19% (n = 320,000) | AID 540275, 2011; in the data active = activation above about 80%; inconclusive = between about 30% and that limit; also: 0% is about no effect
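Cells expressing TRPV1 were dye-loaded with Fluo-8 and read kinetically: 10 s baseline, 3 min after compound (agonist portion), then 2 min after EC20 capsaicin (allosteric enhancer portion). Calcium-bound dye fluorescence at 480/520 nm.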
Giardia kill: Small Molecules that selectively kill Giardia lamblia: qHTS. activity change, % at 7.66 µM, hits read low. Giardia lamblia trophozoite viability. actives 0.15% (n = 340,000); in the data active = activity change below about -80%; inconclusive = between about -30% and that limit;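 also: parasites exposed to compound for two days anaerobically before the ATP read; % is scaled to controls: 0 for no effect and ±100 for the full control effect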
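ATP-content bioluminescence gauges trophozoite survival. Cells (100/well) receive compound and incubate anaerobically for 48 hrs at 37 deg C; detection reagent follows for 15-30 min at room temperature.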
hERG WT inh: qHTS for Inhibitors of KCHN2 3.1: Wildtype qHTS. Voltage-gated inwardly rectifying potassium channel KCNH2 (Homo sapiens), Q12809. activity change, % at 1.84 µM. U2OS, BacMam KCNH2, thallium flux FluxOr; stronger effect = lower value. AID 720551, 2013. actives 0.37% (n = 340,000);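 active = maximum activity change below -70%; inconclusive = maximum activity change between -70% and -50%; inactive = maximum activity change above -50%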; also: % is scaled to controls: 0 for no effect and ±100 for the full control effect
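U2OS cells transduced with wild-type KCNH2 virus are loaded with FluxOr dye for 45 min, and thallium flux is measured in kinetic reads before and after stimulation buffer. Rate constants are normalized to DMSO controls.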
USP2a inh: qHTS Assay for Inhibitors of Ubiquitin-specific Protease USP2a Using CHOP2 as the Reporter. Ubiquitin carboxyl-terminal hydrolase 2 (Homo sapiens), O75604. USP2 core, Ub-CHOP2 coupled fluorogenic reporter, 485/531. Potency, µM (top dose mostly 38.3 µM), inactives show at the top dose activity change, negative = inhibition, most hits filed as inhibitors. actives 0.01% (n = 330,000);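 also: potency is read from the fitted curve at half-maximal effect; plate controls were DMSO wells for no effect and full inhibition by NEM control for full effect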
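Deubiquitinase activity read as fluorescence (485/531 nm) after Ub-CHOP2 cleavage activates the enterokinase reporter on its substrate; USP2 core 10nM, Ub-CHOP2 and substrate 25nM each, 30min compound preincubation then 60min RT; data normalized to NEM, curves fitted.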
* marks the source's active call; other numbers are inactive results; ? = inconclusive; nt = no result given; & = joins results of further samples; [ ] = dose if it differs, or a comment. Unless noted, calls follow the shape of the dose curve; as a rule, active = well fitted curve in the direction sought with a large enough effect; inconclusive = small, poorly fitted or top-dose-only effect, or another doubt; inactive = no such curve, though single readings can be large; an effect the other way counts as inactive or inconclusive. Only part of the results is shown (hit frequency here may not be typical).

SMILES	PKM2 act	KCNH2 3.1 block	Menin MLL FP TR	FBPA coupling cs	MLL CXXC-DNA inh	B2AR arrestin	GALK inhibitor	TRPV1 ag	Giardia kill	hERG WT inh	USP2a inh
c1ccc(CCNc2nc3ccccc3n3nnnc23)cc1	13%	-10	29%	5	16%	-0.1%	0%	2	8	-6	0%
Cc1c(-c2ccc(Cl)cc2)oc(=O)c2c(N)n(-c3ccccc3)nc12	14%	-4	-6%	4	1%	-0.5%	0%	12	5	0	1%
O=C1NCCCC1C(=O)N1CCN(C(c2ccccc2)c2ccccc2)CC1 (stereo not given)	1%	6	-4%	0	2%	-0.8%	-2%	-1	0	0	3%
O=C(Nc1ccc(Cl)cn1)Nc1ccccc1Cl	-11%	21	-19%	2	18%	-0.7%	2%	4	1	-3	3%
Cc1cc(Cl)ccc1C(=O)C1CCCN(C(=O)/C=C/c2cnn(C)c2)C1 (stereo not given)	?	15	-12%	2	-3%	-1.0%	4%	9	-6	12	-1%
COc1ccc(C2Nc3cccc4cccc(c34)N2)cc1	-6%	7	?	-5	-1%	-0.2%	1%	1	30[activator]	-3	3%
CCCn1c(CCC(=O)O)ccc1-c1ccc(F)cc1	7%	-8	-14%	12	17%	-0.3%	0%	1	3	-5	0%
O=C(NCCN1CCCCC1)Nc1ccc(Br)cc1	0%	-27	0%	2	7%	-0.2%	0%	7	5	5	0%
CCC(C)NC(=O)[C@@H]1CSC2c3ccccc3C(=O)N21 (stereo not given in full)	nt	4	6%	1	3%	0.4%	-1%	1	7	12	0%
O=C(NC1CCCCCCC1)c1cccc(S(=O)(=O)N2CCOCC2)c1	nt	7	nt	nt	nt	-0.5%	nt	2	10	1	1%
O=C(O)c1cccnc1NC1CCCC1	-6%	2	5%	4	5%	-0.7%	0%	-7	31[activator]	-4	1%
COc1ccc(C2CC(=O)Oc3c(C(CCN4CCOCC4)c4cc(OC)c(OC)c(OC)c4)c(OC)cc(OC)c32)cc1 (stereo not given)	11%	-13	1%	-9&-10	8%	0.2%	-3%	?	-7&40	-2	-1%
COC(=O)c1ccccc1NC(=O)c1ccccc1OC	-2%	-3	12%	7	-8%	0.0%	-1%	10	-9	-4	1%
CCN1CCN(c2ncc3c(n2)CC(c2cc(OC)c(OC)c(OC)c2)CC3=O)CC1 (stereo not given)	-1%	4	-15%	2	3%	0.2%	0%	-1	7	15	0%
CCOC(=O)Cn1c(C)c(C#N)c2ccccc21	0%	1	-13%	1	8%	-0.2%	1%	-2	-2	0	1%
CCn1nc(C(=O)Nc2ccc3nc(C)sc3c2)c2ccccc2c1=O	1%	20	1%	1	17%	0.1%	0%	-5	20	10	-2%
Cc1ccc(NC(=S)/N=C(\N)Nc2nc(C)c3cc(C)c(C)cc3n2)cc1C	-5%	-10	-6%	5	-6%	-0.5%	4%	0	-18	22	1%
COc1ccc(CNC(=O)CSc2nnc3c(n2)[nH]c2ccc(OC)cc23)cc1	nt	12	?	-2	57%[activator]	0.0%	-4%	-2	5	3	2%
CCCn1cnc2cc(NCc3ccc(Br)cc3)ccc21	nt	-83*	19%	-2	?	-0.3%	0%	1	-3	14	-2%
O=S(=O)(c1ccc(SCc2ccc(Br)cc2)nc1)N1CCOCC1	nt	-8	nt	nt	nt	-0.1%	nt	15	3	-6	3%
Cc1nc2ccc(Br)cn2c(=O)c1Cl	5%	-1	-12%	4	-1%	-0.7%	0%	-2	5	-6	-2%
CCc1nn(CC(=O)NCCC2=CCCCC2)c(=O)c2cc3cc(F)ccc3n12	nt	-9	nt	nt	-10%	0.1%	7%	-3	-5	-6	4%
CCOc1cccc2c1OC1(C)CC2NC(=O)N1c1cccc(C(=O)N2CCN(c3ccccn3)CC2)c1 (stereo not given)	nt	-13	nt	nt	13%	0.1%	-2%	2	0	-2	2%
COc1ccc(OC)c(S(=O)(=O)N2CCC(C(=O)NCc3ccccc3OC)CC2)c1	1%	8	-8%	8	-8%	-2.1%	0%	-3	-11	4	0%
O=C1Nc2ccc([N+](=O)[O-])cc2OC1CCN1CCN(Cc2ccc3c(c2)OCO3)CC1 (stereo not given)	0%	-7	7%	-1	?	-0.3%	-2%	15	15	-1	0%
O=C(Cc1ccc(Br)cc1)c1ccc(O)cc1O	0%	-2	5%	10	-3%	-0.6%	2%	-2	-6	-4	1%
COc1cc(NC(=O)CN2CCC(Cc3ccccc3)CC2)c(C)cc1[N+](=O)[O-]	-4%	-38	-10%	-4	4%	0.7%	nt	21	-11	-2	1%
O=C(NC1CCCCC1)C(c1ccc(O)cc1)N(CC1CCCO1)C(=O)C1COc2ccccc2O1 (stereo not given)	9%	-3	?	8	14%	-1.0%	1%	?	0	-7	4%
COc1ccccc1-n1c(=O)c2c3c(sc2n2c(=S)[nH]nc12)CCC3	4%	4	?	-1	0%	-1.0%	-2%	1	-9	-2	8%
O=C(O)CC(NC(=O)c1cccc([N+](=O)[O-])c1)c1ccc2c(c1)OCO2 (stereo not given)	-1%	-7	-2%	7	-5%	-0.3%	4%	1	12	8	0%
O=C(Nc1ccccc1)NC1(C(=O)N2CCC(O)CC2)CCCCC1	-3%	4	11%	0	1%	-0.3%	7%	-3	25	-10	4%
Cc1ccc(-c2nnc(SCC(=O)N(CC(C)C)c3c(N)n(Cc4ccccc4)c(=O)[nH]c3=O)n2N)cc1	-5%	20	nt	nt	-3%	-0.8%	6%	-1	-14	-5	1%
COc1ccc(CN(C)CC(=O)Nc2ccc(Cl)cc2F)c(OC)c1	-1%	12	nt	0	-11%	-0.3%	-1%	6	2	0	1%
CCN(CC)S(=O)(=O)c1ccc2oc(C(=O)NCc3ccc(C)cc3)c(C)c2c1	0%	7	0%	-2	-3%	-0.8%	-3%	24	-7	-12	2%
COc1cc(C(=O)CSc2nccn2C)cc(OC)c1OC	-2%	15	0%	0	11%	0.0%	-1%	0	-1	4	-1%
Cc1c(C(=O)NCCN2C(=O)S/C(=C\c3cccnc3)C2=O)cccc1[N+](=O)[O-]	?	-1	nt	-1	-1%	0.6%	-1%	1	-4	3	0%
O=c1[nH]ncc(NCc2ccc(Cl)cc2)c1Cl	0%	-4	8%	0	11%	-0.1%	10%	-1	18	-5	2%
O=C(c1cnc(Cl)c(Cl)c1)N1CCN(S(=O)(=O)c2ccc(F)cc2)CC1	nt	11	nt	1	5%	0.1%	-2%	6	-20	11	2%
O=[N+]([O-])c1cc(S(=O)(=O)CCCN2CCOCC2)ccc1F	-1%	-12	0%	2	-8%	0.3%	-2%	0	9	nt	2%
COc1ccc(C(=O)Nc2nc(C)cc(C)n2)cc1[N+](=O)[O-]	1%	5	0%	1	7%	-1.5%	0%	-2	2	-15	0%
CN(CCOc1ccccc1)Cc1nc2cc(Cl)ccc2c(=O)[nH]1	-23%	21	-1%	-4	11%	0.2%	-1%	5	-11	1	3%
COc1ccc(NC(=S)NC(C)Cc2cccs2)cc1 (stereo not given)	-3%	0	-17%	3	9%	5.9%	0%	11	-4	-1	3%
CCNNC(=O)C(O)(Cc1ccccc1)Cc1ccccc1	nt	-11	25%	1	22%	-1.1%	nt	1	-12	-1	2%
CC1Cc2cc(C3(O)C(=O)c4ccccc4C3=O)ccc2N1 (stereo not given)	4%	-6	-5%	2	1%	0.0%	6%	-2	8	-4	-9%
Cn1c(SCC(=O)N2CCOCC2)nnc1-c1ccc2ncccc2c1	0%	-2	nt	2	-8%	4.1%	3%	0	4	-1	0%
COc1ccc(-n2nc3cc(C)c(NC(=O)C(C)C)cc3n2)cc1	9%	nt	-2%	3	5%	-0.1%	5%	-1	nt	nt	3%
COC(=O)c1[nH]c2ccccc2c1NC(=O)CN1CCN(C/C=C/c2ccccc2)CC1	-10%	-96*	-12%	0	2%	-0.9%	2%	18	-14	-94*	0%
